Assay outcomes from PubChem.
TbREL1 inh: TbREL1 RNA ligase inhibitors, primary screen, biochemical, FRET fluorescence | 0.49% of 89,000 active | AID 1117264, 2014 | TbREL1 RNA ligation | RNA-editing ligase 1, mitochondrial (Trypanosoma brucei brucei), P86926 | inhibition, % at 9.66 µM;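 active = inhibition above the mean inhibition across all screened compounds plus 3 SD, cut at about 11% in these data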;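 also: 0% = plate median of test wells and 100% = NSC42067 control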
Target sequence (P86926 whole entry, looked up): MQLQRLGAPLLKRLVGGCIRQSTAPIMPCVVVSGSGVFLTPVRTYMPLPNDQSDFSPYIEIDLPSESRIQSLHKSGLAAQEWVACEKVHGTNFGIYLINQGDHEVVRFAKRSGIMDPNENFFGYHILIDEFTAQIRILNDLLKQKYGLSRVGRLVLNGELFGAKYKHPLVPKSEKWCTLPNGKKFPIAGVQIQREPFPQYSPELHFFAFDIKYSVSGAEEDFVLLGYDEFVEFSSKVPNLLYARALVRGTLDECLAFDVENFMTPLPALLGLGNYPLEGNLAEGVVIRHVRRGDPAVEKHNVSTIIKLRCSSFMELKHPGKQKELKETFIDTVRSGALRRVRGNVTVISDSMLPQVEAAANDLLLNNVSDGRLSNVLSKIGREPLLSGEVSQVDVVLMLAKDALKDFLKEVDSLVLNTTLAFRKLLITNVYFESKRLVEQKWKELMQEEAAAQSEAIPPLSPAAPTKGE
The depositor's hits bear a star. A portion of the library. The share of hits here may be higher or lower than overall.

SMILES	TbREL1 inh
Cc1c(O)c(S(=O)(=O)c2ccccc2)c(=O)n(-c2ccccc2)c1-c1ccccc1	2
CC(C)(C)c1nc2ccc([N+](=O)[O-])cc2[nH]1	0
CCOc1ccc(Cl)cc1S(=O)(=O)n1cnc2ccccc21	2
O=C(CN1CCSC1=O)N1CCN(S(=O)(=O)c2ccccc2)CC1	1
O=C(O)c1sccc1SCc1ccc(Cl)cc1Cl	8
C[C@H](CO)N1C[C@H](C)[C@@H](CN(C)C(=O)Nc2ccccc2)Oc2ccc(NC(=O)c3ccncc3)cc2C1=O	-2
COCc1cc(=O)n2c(-c3ccc(C)cc3)n[nH]c2n1	1
CCn1c(N2CCC(Cc3ccccc3)CC2)nc2c1c(=O)[nH]c(=O)n2C	-3
Cc1ccc(C)c(NC(=O)CN(C)C(=O)c2ccc(-n3cncn3)c([N+](=O)[O-])c2)c1	1
COC(=O)[C@]12C[C@H](CC(=O)NCCC(C)C)C(=O)N(Cc3cccc4ccccc34)C1=C[C@H](C1CCCC1)O[C@@H]2C	0
CCN(CC)c1ccc(NC(=O)CSc2nnc(-c3ccc(Cl)cc3)n2Cc2ccco2)cc1	-3
O=C(Nc1sc2c(c1C(=O)c1ccc(Cl)cc1)CCCC2)c1cccnc1	7
O=C(c1ccc(Cl)s1)N1CCN(c2ncccn2)CC1	-2
N#Cc1ccc(C2N=C(c3ccccc3)NO2)cc1 (stereo not given)	9
O=C(COc1ccc2ccccc2c1)NNC(=O)c1ccccc1	-1
CN(CC(=O)Nc1sccc1C#N)S(=O)(=O)c1ccc(F)cc1	-3
COc1ccc(CNC(=O)c2sc(=O)n(Cc3ccccc3OC)c2C)cc1	-1
c1ccc(C[C@H]2CNCCN2CC2(c3ccccc3)CC2)cc1	5
COC(=O)c1nc(-c2ccccc2)nc(-c2ccccc2)c1C(=O)OC	0
O=C(NC(CC1=CCCCC1)c1ccc2ccccc2c1)C(F)(F)F (stereo not given)	-1
CSCCC(NC(=O)c1ccco1)C(=O)N1CCN(c2ccccc2O)CC1 (stereo not given)	-2
Cc1ccc(C)c(NC(=O)C(OC(=O)c2ccc(NC(=O)CC#N)cc2)c2ccccc2)c1 (stereo not given)	-5
Cc1cc2nc(-c3ccc(Cl)cc3)c(Cc3ccsc3)n2c(C)c1Br	3
O=C(c1ccc(S(=O)(=O)NCc2ccco2)cc1)N1CCN(c2ccc(F)cc2)CC1	2
Cc1ccc(C)c(NC(=O)CSc2nc3nc(-c4cccs4)cc(C(F)(F)F)c3c(=O)[nH]2)c1	6
More records:
SMILES	TbREL1 inh
CSCCC(NS(=O)(=O)c1ccccc1F)C(=O)OCc1ccccc1Cl (stereo not given)	-4
O=C(CN1C(=O)NC2(CCCCCC2)C1=O)NC1CCCCCCC1	-4
c1ccc2sc(-c3csc4c3CCNC4)nc2c1	0
CSc1ccc2c(c1)C(N1CCN(C)CC1)Cc1ccccc1S2 (stereo not given)	4
O=C(O)c1ccccc1NC(c1ccccc1)c1ccc2cccnc2c1O (stereo not given)	-4
O=C1NCC(COc2ccc(Cl)cc2)O1 (stereo not given)	-1
Cc1ncc2c(c1OC(=O)c1ccccc1)COC(C)(C)OC2	1
CCCC(C)C(=O)NCc1ccc2c(c1)OCO2 (stereo not given)	-1
Cc1ccc(C2(C)NC(=O)N(CC(=O)Nc3c(C)n(C)n(-c4ccccc4)c3=O)C2=O)cc1 (stereo not given)	-3
CCN1CCN(C(C(=O)NC2CCCCC2)c2ccc(Cl)cc2)CC1 (stereo not given)	-3
CN(C)CCCN(C(=O)c1ccc(S(=O)(=O)N2CCc3ccccc32)cc1)c1nc2ccc(F)cc2s1	12*
CCS(=O)(=O)c1cc([N+](=O)[O-])c(Sc2ccccc2NC(C)=O)s1	-3
CC1CCN(c2ccc(C(=O)O)cc2NS(=O)(=O)c2ccccc2[N+](=O)[O-])CC1	-4
O=c1c2c(nc3nc(SCc4ccccc4)[nH]n13)CCC2	1
O=C(Cn1c(-c2cncs2)nc2ccccc21)NC1CCCCC1	7
CC(C)(C)c1ccc(/C=C2/SC(N3CCCC3)=NC2=O)cc1	-6
O=C1NC(=O)C2(CCCCCCC2)N1	0
Cc1nc(NC(=O)c2cc3c(s2)CCCCC3)sc1C(=O)N(C)C	4
Oc1ccc(Oc2ccccc2F)c2cccnc12	-2
O=C(CSc1nc(O)c(Cc2ccccc2)c(=O)[nH]1)Nc1nnc(SCc2ccccc2)s1	-1
COCC1CCN(C(=O)c2cc(COc3ccc4ncccc4c3)on2)CC1	4
CC(=O)c1ccc(NC(=O)CN2C(=O)CCC2=O)cc1	-2
COc1ccc(C(=O)NCC2OCCc3ccccc32)c(O)c1 (stereo not given)	5
C[C@@H]1CN(c2nc3nonc3nc2N2CCSCC2)C[C@H](C)O1	8
CCc1sc(NC(=O)CCC(=O)O)nc1-c1cc2ccccc2oc1=O	4

Continued; the last 4 above are carried over.
SMILES	TbREL1 inh
CC(=O)c1ccc(NC(=O)CN2C(=O)CCC2=O)cc1	-2
COc1ccc(C(=O)NCC2OCCc3ccccc32)c(O)c1 (stereo not given)	5
C[C@@H]1CN(c2nc3nonc3nc2N2CCSCC2)C[C@H](C)O1	8
CCc1sc(NC(=O)CCC(=O)O)nc1-c1cc2ccccc2oc1=O	4
Cc1ccc(S(=O)(=O)N2CCOCC2)cc1NC(=O)COC(=O)Cn1c(C)csc1=O	5
Cc1c(C(=O)O)sc2nc(-c3cccs3)cc(C(F)(F)F)c12	-3
O=C(O)CCC(=O)Nc1ccc2c(c1)oc1ccccc12	3
CC1(Cc2cn(CCC#N)c3ccccc23)OCCO1	-1
COc1ccc(C2=NO[C@@H]3C(=O)N(Cc4ccccc4)C(=O)[C@H]23)cc1OC	2
S=C1NCN(Cc2cccnc2)CN1c1cccc2ccccc12	-6
Cc1cnc(C(=O)OCC(=O)C23CC4CC(CC(C4)C2)C3)cn1	1
CCn1nnc(NC(=O)C(C)(c2ccccc2)c2ccccc2)n1	1
O=C1N(c2ccc3c(c2)OCCO3)C(c2ccccc2)C1(F)F (stereo not given)	0
Cc1ccccc1NC(=O)CNC(=O)c1ccc(C(F)(F)F)cc1	0
CC1=C(C(=O)Nc2ccc(C)cc2C)C(c2cccs2)NC(=S)N1 (stereo not given)	-4
COc1ccc(CCNC(=O)c2ccc(-c3ccc([N+](=O)[O-])cc3Cl)o2)cc1	0
COc1ccc(C)cc1NC(=O)C1CCN(S(=O)(=O)c2cccc3cccnc23)CC1	-2
COCCn1c(SCC#N)nnc1-c1ccccc1O	-3
CCN1C(=O)C(=O)N(CC(=O)c2cc(C)n(C3CC3)c2C)C1=O	-7
CCN(CC(=O)Nc1c(F)cccc1F)C(=O)C1CC1	6
COc1ccc(-c2nc3ccc(Br)cn3c2Cc2ccccc2)cc1OC	0
CC(C)(C)OC(=O)n1cc(/C=N/NC(=O)c2ccco2)c2ccccc21	2
CC(=NNC(=O)c1ccncc1)c1cc(Cl)ccc1Cl	-2
COCCN(C(=O)c1ccc2c(c1)C(=O)N(c1ccccc1Cl)C2=O)c1c(N)n(CC(C)C)c(=O)[nH]c1=O	-2
CCC(C)C(=O)Nc1nnc(SCC(=O)NC2CCCCC2)s1 (stereo not given)	-2
CCOc1ccccc1-c1nnc(SCC(=O)Nc2ccccc2)o1	2
CN1CCN(C2CN(C3CCCCC3)S(=O)(=O)C2)CC1 (stereo not given)	-2
COc1ccc(-c2cc(C(=O)NN=Cc3ccc(O)c(OC)c3)[nH]n2)cc1	3
COc1ccccc1S(=O)(=O)Nc1ccc(S(=O)(=O)Nc2nccs2)cc1	3

Some of the entries so far, bar-delimited:
molecule | TbREL1 inh
CC1=C(C(=O)Nc2ccc(C)cc2C)C(c2cccs2)NC(=S)N1 (stereo not given) | -4
COc1ccc(CCNC(=O)c2ccc(-c3ccc([N+](=O)[O-])cc3Cl)o2)cc1 | 0
COc1ccc(C)cc1NC(=O)C1CCN(S(=O)(=O)c2cccc3cccnc23)CC1 | -2
COCCn1c(SCC#N)nnc1-c1ccccc1O | -3
CCN1C(=O)C(=O)N(CC(=O)c2cc(C)n(C3CC3)c2C)C1=O | -7

(listing goes on)
SMILES	TbREL1 inh
COc1ccc2c(c1)OC[C@H]1[C@H]2N2C(=O)CN(Cc3ccc(Cl)cc3)C(=O)[C@@]2(C)[C@H]1c1ccccc1	-1
O=C(CCN1C(=O)/C(=C/c2ccccc2Cl)SC1=S)NC1=NCCS1	4
COc1ccc(Cn2c(=S)[nH]c3cc(C(=O)N4CCCCC4)ccc3c2=O)cc1	-3
CCOC(=O)C(Cc1ccccc1)CP(=O)(OC)[C@@H](C)NC(=O)OCc1ccccc1 (stereo not given in full)	-3
Cc1cccn2c(=O)c(/C=C(\C#N)S(=O)(=O)c3ccccc3)c(N3CCC(C(N)=O)CC3)nc12	-1
COc1ccc(CCNCC(O)COc2cccc(C)c2)cc1OC (stereo not given)	3
COc1ccc(-c2cnnn2-c2ccc([N+](=O)[O-])cc2)cc1	4
CC1CCN(S(=O)(=O)c2ccc(C(=O)Nc3ccccc3-c3nc4ccccc4[nH]3)cc2)CC1	3
CCCS(=O)(=O)NC(=O)C1(C)CCN(C(=O)c2oc3ccccc3c2C)C1 (stereo not given)	-1
Cc1cc(C)c(NC(=O)C2CCCN2CCO)c(C)c1 (stereo not given)	3
Cc1ccc(S(=O)(=O)CCC(=O)O)cc1C	7
Cc1cc(C(=O)N/N=C/C=C/c2cccc([N+](=O)[O-])c2)n[nH]1	2
Cc1ccccc1OCc1nc2ccccc2c(=O)n1/N=C/c1cn[nH]c1-c1ccc(Br)cc1	2
OCC1(CCc2ccccc2)CCCN(C/C=C/c2ccccc2)C1 (stereo not given)	-1
Cc1ccc(S(=O)(=O)N2OC(c3ccccc3)C[C@H]2CC=C(c2ccccc2)c2ccccc2)cc1 (stereo not given in full)	0
COC(=O)N/N=C/c1cn(Cc2ccc(Cl)cc2Cl)c2ccccc12	0
COc1ccc(N2CCOCC2)c(NC(=O)COc2cccc(C)c2C)c1	2
COC(=O)[C@]1(CC(C)C)N[C@H](c2ccc(-c3ccc4c(c3)OCO4)cc2)[C@@H]2C(=O)N(C)C(=O)[C@@H]21	0
C=CCC[C@@H](Cc1ccc(F)cc1)C(=O)O[C@H](CNC(=O)[C@@H](CC=C)CC(=O)N[C@H](CO)Cc1ccccc1)c1ccccc1	0
CCCCC[C@H](C)N1C[C@H](COCc2ccccc2)Oc2cc(N3CCC[C@H]3C(N)=O)ccc2S1(=O)=O	-2
O=C(c1ccc(Br)o1)N(Cc1ccccc1)Cc1ccccc1	1
Cc1ccc(-n2ncc3c(Nc4c(C)n(C)n(-c5ccccc5)c4=O)ncnc32)c(C)c1	-2
O=C(C[C@@H]1C/C=C\C[C@@H](Cc2ccc(F)cc2)C(=O)OCCNC1=O)N[C@H](CO)Cc1ccccc1	-3
COCCCn1c(=N)c(C(=O)NCc2ccc3c(c2)OCO3)cc2c(=O)n3ccccc3nc21	2
Cc1cccc(C)c1NC(=O)CN1CCN(C(=O)C2CCC2)CC1	-1
The listing continues.
SMILES	TbREL1 inh
O=C(CN1CCN(C(=O)c2ccccc2Cl)CC1)Nc1cccc(S(=O)(=O)N2CCCC2)c1	-5
O=[N+]([O-])c1ccc(N(CCO)Cc2ccccc2)c([N+](=O)[O-])c1	1
CC(OC(=O)C1CC(=O)N(Cc2ccccc2)C1)C(=O)Nc1ccccc1[N+](=O)[O-] (stereo not given)	2
COC(=O)[C@H](C)NC(=O)[C@@H]1CC=C[C@@H]2CCN(CCc3ccccc3)C(=O)[C@@H]21	-1
CC(=O)c1ccc2c(c1)CC1(C2)Cc2cc3c(cc2C1)C(=O)CC3 (stereo not given)	1
O=C(NCc1ccccn1)C1CCC(=O)N1C1CCCC1 (stereo not given)	3
O=C1OC(c2ccc(F)cc2)=N/C1=C\c1ccc(Br)o1	5
CCOC(=O)c1ccc(S(=O)(=O)n2c(CN3CCCCC3)nc3ccccc32)cc1	2
Cc1ccc(S(=O)(=O)N(C)c2ccc(OCC(=O)N3CCCC(C(F)(F)F)C3)cc2)cc1 (stereo not given)	-3
CCN(CC)CCOC(=O)c1c(C)n(C)c2ccc(OC)cc12	7
COc1ccc(CC(=O)Nc2ccccc2Oc2ccccc2)cc1	-5
COc1ccc(-n2nnnc2SCC(=O)NC2CCCC2)cc1OC	5
O=C(CSc1nnc(-c2cnccn2)n1Cc1ccco1)c1ccc(Cl)cc1	6
CCn1cc([N+](=O)[O-])c(C(=O)N2CCOCC2)n1	5
CCn1nc(C)c(C(=O)Nc2cc(Oc3cc(C)cc(C)c3)cc([N+](=O)[O-])c2)c1C	-1
CCN(CC)C(=O)c1cc(-c2ccccc2OC)on1	1
O=S(=O)(c1cccs1)N1CCCc2cccc(O)c21	-2
CC1(C)CC(=O)C(C=NCCN2CCN(C(=S)Nc3ccccc3)CC2)=C(O)C1	-6
CCN(CC)C(=O)C1=C(C)NC(=S)NC1c1cn(-c2ccccc2)nc1-c1ccc(Cl)cc1 (stereo not given)	-4
NC(=O)[C@@H]1CCCCNc2c(F)cc([N+](=O)[O-])cc2C(=O)N[C@@H](CC(=O)O)C(=O)NCC(=O)N1	2
Cn1c(=O)c2c(nc(Br)n2Cc2ccc3ccccc3c2)n(C)c1=O	-3
Cc1cccc(N2C(=O)N3[C@H](c4ccc(Br)cc4)[C@@H]4C(=O)N(C(C)(C)C)C(=O)[C@@H]4[C@]3(C)C2=O)c1	6
COc1ccc(C2C3C=CCC(c4cccc(-c5ccc(C)cc5)c4)C3C(=O)N2Cc2ccccc2)cc1Cl (stereo not given)	2

Of the compounds above, four contain a tert-butyl group.
SMILES	TbREL1 inh
CC(C)(C)c1nc2ccc([N+](=O)[O-])cc2[nH]1	0
CC(C)(C)c1ccc(/C=C2/SC(N3CCCC3)=NC2=O)cc1	-6
CC(C)(C)OC(=O)n1cc(/C=N/NC(=O)c2ccco2)c2ccccc21	2
Cc1cccc(N2C(=O)N3[C@H](c4ccc(Br)cc4)[C@@H]4C(=O)N(C(C)(C)C)C(=O)[C@@H]4[C@]3(C)C2=O)c1	6
